Pf Dd2 inh: P. falciparum Dd2 growth inhibition; SYBR Green, 72 h; hits give low values; activity change, % at 10 µM; 94,000 compounds, 2.3% hits; in the data active = activity change below about -80%
KDM4C inh: KDM4C (human) demethylase inhibition | inhibition, % at 12.5 µM | Q9H3R0 | 96,000 compounds, 0.15% hits | GST-KDM4C 2-372, H3K9me3 peptide, LANCE TR-FRET;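 active = mean replicate inhibition above about 25%, with at least 55% of replicates also reaching it, limit read from the data, passing the limit was not always enough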
Target sequence (Q9H3R0 2-372 limits assumed): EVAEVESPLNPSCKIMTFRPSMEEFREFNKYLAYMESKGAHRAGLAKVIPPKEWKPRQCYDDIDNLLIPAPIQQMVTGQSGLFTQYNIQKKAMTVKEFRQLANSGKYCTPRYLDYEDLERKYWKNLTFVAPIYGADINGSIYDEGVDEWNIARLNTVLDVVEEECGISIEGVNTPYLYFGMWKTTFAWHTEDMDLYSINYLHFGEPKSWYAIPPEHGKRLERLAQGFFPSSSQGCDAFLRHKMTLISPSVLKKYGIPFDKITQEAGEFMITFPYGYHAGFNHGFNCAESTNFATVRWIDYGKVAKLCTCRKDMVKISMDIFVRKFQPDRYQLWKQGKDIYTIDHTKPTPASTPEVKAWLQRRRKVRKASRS
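Material: GST-tagged GASC-1 (JMJD2C) catalytic fragment, aa 2-372. Input: enzyme final amount 10 nM. Medium: HEPES buffer, pH 7.5, plus ascorbate. Reagent: H3K9me3 peptide substrate, Fe(II), 2-oxoglutarate. Doses: single dose. Times: reaction 30 min RT, detection step 1 h RT. Measured by: LANCE TR-FRET. Evaluation: Fall in 671/618 emission ratio as inhibition.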
Tcruzi prolif: blocks T. cruzi growth in NIH3T3 culture; T. cruzi beta-gal in NIH3T3, GalScreen luminescence, 90 h; 77,000 compounds, 5.9% hits; inhibition, % at 8.34 µM;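 active = mean inhibition above about 93%, with at least 55% of replicates each passing it, limit read from the data, passing the limit was not always enough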
C diff growth: blocks growth of Clostridium difficile | Clostridium difficile clinical isolate growth, OD600, 24 h; hits give low values | growth activity, negative = inhibition, % at 16 µg/mL (by protocol) | 86,000 compounds, 0.25% hits | AID 1259249;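 active = mean growth activity at or below -80% and every replicate also at or below -80%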;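 also: 0% = DMSO wells and -100% = levofloxacin 16 µg/mL wells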
Starred values were filed as active, the others as inactive; · = not tested or not shown; & = joins results of further samples.

cpd	structure	Pf Dd2 inh	KDM4C inh
1	OC[C@H]1[C@@H](c2ccc(Br)cc2)[C@@H]2CN(Cc3ccccn3)CCCCN12	15	0.0
2	C[C@H](CO)N1C[C@H](C)[C@@H](CN(C)S(=O)(=O)c2ccc(C#N)cc2)OCc2cnnn2CCCC1=O	8	0.6
3	Cc1ccc(S(=O)(=O)N(C)C[C@H]2Oc3ccc(NC(=O)NC4CCCCC4)cc3C(=O)N([C@H](C)CO)C[C@H]2C)cc1	30	1.1
4	C[C@H]1CN([C@@H](C)CO)S(=O)(=O)c2ccc(-c3ccc(F)cc3)cc2O[C@@H]1CN(C)S(C)(=O)=O	-7	-0.2
5	COc1cccc(-c2cn(CC[C@H]3CC[C@H](NC(=O)CN(C)C)[C@H](CO)O3)nn2)c1	-1	1.2
6	C[C@@H]1CN([C@H](C)CO)C(=O)c2cc(NC(=O)Nc3ccccc3)ccc2O[C@@H](C)CCCCO[C@@H]1CN(C)S(=O)(=O)c1cccs1	·	-1.6
7	O=C(Cc1ccncc1)NCC[C@H]1CC[C@@H](NC(=O)C2CCCCC2)[C@@H](CO)O1	-4	0.5
8	C[C@@H]1CN([C@@H](C)CO)C(=O)Cc2cc(NS(=O)(=O)c3cccs3)ccc2O[C@@H]1CN(C)CC1CCCCC1	2	4.7
9	Cc1noc(C)c1S(=O)(=O)Nc1ccc2c(c1)CC(=O)N([C@@H](C)CO)C[C@@H](C)[C@H](CN(C)S(=O)(=O)c1ccc(F)cc1)O2	12	-0.1
10	CCC(=O)N(C)C[C@H]1Oc2cc(Br)ccc2S(=O)(=O)N([C@H](C)CO)C[C@@H]1C	30	0.0
11	C[C@H]1CN([C@@H](C)CO)C(=O)CCCn2nncc2CO[C@H]1CN(C)C(=O)Nc1ccc2c(c1)OCO2	15	1.9
12	N#C[C@H]1[C@H](c2ccccc2-c2ccccc2F)[C@H](CO)N1C(=O)C1CC1	-2	-1.0
13	COc1ccc(S(=O)(=O)N(C)C[C@@H]2Oc3ccc(NC(=O)Nc4cccc5ccccc45)cc3C(=O)N([C@@H](C)CO)C[C@H]2C)cc1	-30	11
14	COc1ccc(S(=O)(=O)Nc2ccc3c(c2)C(=O)N([C@@H](C)CO)C[C@H](C)[C@H](CN(C)C(=O)c2ccncc2)OCCCC[C@@H](C)O3)cc1	-25	4.5
15	Cc1noc(C)c1NC(=O)N(C)C[C@H]1Oc2ccc(NC(=O)NC3CCCCC3)cc2CC(=O)N([C@@H](C)CO)C[C@H]1C	5	0.4

cpd	Tcruzi prolif	C diff growth
1	52	1
2	·	3
3	-8	-11
4	·	3
5	-10	·
6	61	-1
7	·	1
8	23	-8
9	3	-6
10	·	3
11	-28	·
12	·	-6
13	1	1
14	23	1
15	31	3

Continued.
cpd	structure	Pf Dd2 inh	KDM4C inh
16	C[C@@H]1CCCCO[C@@H](CN(C)S(=O)(=O)c2cn(C)cn2)[C@@H](C)CN([C@@H](C)CO)C(=O)c2cc(NC(=O)Nc3ccc(C(F)(F)F)cc3)ccc2O1	-76	-1.2
17	CO[C@@H]1CN(C)C(=O)c2ccc(NC(C)=O)cc2OC[C@H](C)N(Cc2ccccn2)C[C@@H]1C	26	2.6
18	C[C@@H](NC(=O)[C@@H]1N[C@@H]2c3ccc(-c4ccncc4)c(=O)n3C[C@@H]2[C@H]1CO)c1ccccc1	-6	2.3
19	CCCNC(=O)[C@@H]1[C@@H](CO)[C@@H]2Cn3c(cccc3=O)[C@H]1N2Cc1cc(F)ccc1F	4	-1.4
20	COc1ccc(C[C@@H]2CCc3cnnn3COC[C@H](Cc3ccccc3)NC2=O)cc1	·	0.3
21	Cc1ccc(S(=O)(=O)Nc2ccc3c(c2)CC(=O)N([C@H](C)CO)C[C@H](C)[C@@H](CN(C)C(=O)Nc2ccc(C(F)(F)F)cc2)O3)cc1	-16	0.8
22	C[C@H](CO)N1C[C@H](C)[C@@H](CN(C)Cc2ccc(F)cc2)Oc2ncc(-c3ccc(F)cc3)cc2C1=O	-17	-1.9
23	COCC(=O)N1[C@@H](CO)[C@@H](c2ccccc2)C12CN(C(=O)NC1CCCC1)C2	4	0.1
24	Cc1noc(C)c1S(=O)(=O)Nc1ccc2c(c1)C(=O)N([C@@H](C)CO)C[C@@H](C)[C@H](CN(C)S(=O)(=O)c1cccs1)OCCCC[C@@H](C)O2	-20	-0.6
25	C[C@@H]1CN([C@H](C)CO)C(=O)c2cccc(NC(=O)Nc3ccc(C(F)(F)F)cc3)c2O[C@H]1CN(C)Cc1ccc(Oc2ccccc2)cc1	-3	-0.6
26	C[C@@H]1CCCCO[C@@H](CN(C)C(=O)Nc2cccc3ccccc23)[C@H](C)CN([C@@H](C)CO)C(=O)c2cc(NC(=O)c3ccncc3)ccc2O1	-73	-1.5
27	O=C(C[C@H]1C=C[C@H](NC(=O)Nc2ccc(F)cc2)[C@@H](CO)O1)NCc1ccccn1	9	-1.4
28	C[C@@H]1CCCCO[C@@H](CN(C)Cc2ccc(Cl)c(Cl)c2)[C@@H](C)CN([C@@H](C)CO)C(=O)c2cc(NC(=O)Nc3cccc4ccccc34)ccc2O1	-32	-0.2
29	CC(C)NC(=O)Nc1ccc2c(c1)C(=O)N([C@@H](C)CO)C[C@H](C)[C@H](CN(C)C(=O)CCCN(C)C)OCCCC[C@H](C)O2	-2	2.0
30	COc1ccc(CN(C)C[C@@H]2Oc3ccc(NC(=O)Nc4ccc(C(F)(F)F)cc4)cc3CC(=O)N([C@H](C)CO)C[C@@H]2C)cc1	-11	0.2

cpd	Tcruzi prolif	C diff growth
16	-28	·
17	-26	·
18	47	3
19	-8	-5
20	·	-11
21	3	13
22	58	10
23	·	2
24	33	·
25	121*	7
26	32	14
27	43	4
28	124*	8
29	38	0
30	65	·

(continued)
cpd	structure	Pf Dd2 inh	KDM4C inh
31	Cc1cccc(-c2ccc(C3[C@@H]4CN(C(=O)Nc5ccc(C(F)(F)F)cc5)C[C@H]3N4)cc2)c1 (stereo partly specified)	-79&-54	-5.4
32	O=C(C[C@H]1C[C@H]2c3cc(NC(=O)Cc4ccncc4)ccc3O[C@H]2[C@@H](CO)O1)NCCN1CCCCC1	27	1.2
33	O=C(C[C@H]1CC[C@H]2[C@@H](COC[C@H](O)CN2S(=O)(=O)c2ccccc2)O1)NCCN1CCCCC1	·	2.2
34	CCCC(=O)Nc1ccc2c(c1)OC[C@@H](C)N(C(=O)CC1CC1)C[C@@H](C)[C@H](OC)CN(C)C2=O	16	0.3
35	COCC(=O)N1CC(=O)N2[C@H](C1)[C@@H](c1ccc(C#CC3CCCCC3)cc1)[C@@H]2CO	-36	4.2
36	CCNC(=O)Nc1ccc2c(c1)C(=O)N(C)[C@@H]1CC[C@@H](CC(=O)NCc3ccc(F)cc3)O[C@H]1CO2	-19	-1.8
37	COc1ccccc1C#Cc1ccc([C@@H]2[C@H]3CN(CCC(F)(F)F)CCCCN3[C@H]2CO)cc1	-40	-1.1
38	CC(=O)N1CC2(C1)[C@H](c1ccc(-c3cccc(C#N)c3)cc1)[C@H](CO)N2CCC(F)(F)F	-50	-0.3
39	CC(C)NC(=O)Nc1ccc2c(c1)CC(=O)N([C@@H](C)CO)C[C@H](C)[C@@H](CN(C)Cc1ccc(Oc3ccccc3)cc1)O2	-46	1.0
40	Cc1noc(C)c1NC(=O)Nc1cccc2c1O[C@H](CN(C)C(=O)NC(C)C)[C@@H](C)CN([C@H](C)CO)C2=O	53	6.7
41	COCC(=O)N[C@H]1CC[C@H](CC(=O)NCc2ccccc2OC)O[C@@H]1CO	-9	0.0
42	Cc1ccc(S(=O)(=O)Nc2cccc3c2O[C@@H](CN(C)S(=O)(=O)c2ccc(C)cc2)[C@H](C)CN([C@@H](C)CO)C3=O)cc1	39	0.2
43	CC(C)C#Cc1ccc2c(c1)O[C@@H](CN(C)C(=O)NC(C)C)[C@@H](C)CN([C@@H](C)CO)S2(=O)=O	-11	-1.3
44	CC(C)NC(=O)N(C)C[C@H]1Oc2ncc(C#Cc3ccncc3)cc2C(=O)N([C@H](C)CO)C[C@@H]1C	2	-1.9
45	Cc1noc(C)c1NC(=O)N(C)C[C@@H]1Oc2c(NS(C)(=O)=O)cccc2C(=O)N([C@H](C)CO)C[C@@H]1C	-1	-0.6

cpd	Tcruzi prolif	C diff growth
31	·	-86*
32	21	3
33	78	-6&-9
34	25	·
35	·	-19
36	8	-2
37	98*	9
38	·	9
39	17	-9
40	·	-1
41	-5	·
42	4	-5
43	68	8
44	31	7
45	90	-2

Some of these compounds in order of molecular weight, ascending.
cpd	structure	Pf Dd2 inh	KDM4C inh
37	COc1ccccc1C#Cc1ccc([C@@H]2[C@H]3CN(CCC(F)(F)F)CCCCN3[C@H]2CO)cc1	-40	-1.1
32	O=C(C[C@H]1C[C@H]2c3cc(NC(=O)Cc4ccncc4)ccc3O[C@H]2[C@@H](CO)O1)NCCN1CCCCC1	27	1.2
39	CC(C)NC(=O)Nc1ccc2c(c1)CC(=O)N([C@@H](C)CO)C[C@H](C)[C@@H](CN(C)Cc1ccc(Oc3ccccc3)cc1)O2	-46	1.0

cpd	Tcruzi prolif	C diff growth
37	98*	9
32	21	3
39	17	-9

Shown as a hit in C diff growth (from the list above):
| item | SMILES | KDM4C inh | C diff growth |
| --- | --- | --- | --- |
| 31 | Cc1cccc(-c2ccc(C3[C@@H]4CN(C(=O)Nc5ccc(C(F)(F)F)cc5)C[C@H]3N4)cc2)c1 (stereo partly specified) | -5.4 | -86* |

The list continues:
cpd	structure	Pf Dd2 inh	KDM4C inh
46	CN1c2ccc(-c3cccc(F)c3)cc2[C@@H]2[C@@H](CCN2S(=O)(=O)c2cccc(F)c2)[C@@H]1CO	20	-5.6
47	O=C(CN1CCOCC1)NC[C@@H]1N[C@@H](CO)[C@H]1c1ccc(-c2ccccc2)cc1	-1	0.0
48	COc1ccc(S(=O)(=O)N(C)C[C@@H]2Oc3ccc(NC(=O)Cn4cnnn4)cc3C(=O)N([C@@H](C)CO)C[C@H]2C)cc1	19	-2.0
49	COC(=O)C[C@H]1CC[C@@H]2[C@H](COc3ccc(NC(=O)Nc4ccc(C#N)cc4)cc3C(=O)N2C)O1	8	-0.3
50	C[C@@H]1CN([C@H](C)CO)C(=O)c2cc(/C=C/c3ccccc3)cnc2O[C@@H]1CN(C)C(=O)c1ccncc1	-10	-1.3
51	CO[C@@H]1CN(C)C(=O)c2ccc(NC(=O)Nc3ccc(F)cc3)cc2OC[C@@H](C)NC[C@@H]1C	-3	1.1
52	C[C@@H]1CN([C@@H](C)CO)C(=O)Cc2cc(N(C)C)ccc2O[C@H]1CN(C)C(=O)NC1CCCCC1	42	0.4
53	C/C=C/c1ccc2c(c1)O[C@@H](CN(C)C(=O)c1ccccc1F)[C@@H](C)CN([C@@H](C)CO)S2(=O)=O	-29	0.2
54	COc1cccc(-c2cnc3c(c2)C(=O)N([C@H](C)CO)C[C@H](C)[C@H](CN(C)C(=O)CC2CC2)O3)c1	-6	0.5
55	C[C@@H]1CN([C@H](C)CO)C(=O)c2cc(/C=C/c3ccccc3)cnc2O[C@H]1CN(C)C(=O)Nc1ccccc1F	-67	-4.4
56	C/C=C/c1cnc2c(c1)C(=O)N([C@H](C)CO)C[C@H](C)[C@@H](CN(C)C(=O)Cc1cccnc1)O2	33	1.4
57	CC(C)CC#Cc1cnc2c(c1)C(=O)N([C@@H](C)CO)C[C@@H](C)[C@@H](CN(C)C(=O)C1CCOCC1)O2	61	0.9
58	C[C@@H]1CCCCO[C@H](CN(C)C(=O)C2CCCCC2)[C@H](C)CN([C@@H](C)CO)C(=O)c2cc(NC(=O)Nc3ccccc3)ccc2O1	-53	1.0
59	COCC(=O)Nc1ccc2c(c1)[C@@H]1C[C@H](CC(=O)OC)O[C@@H](CO)[C@@H]1O2	5	·
60	CCCC#Cc1ccc([C@H]2[C@@H](CO)N3CCCCN(Cc4cccnc4)C[C@@H]23)cc1	-57	1.1

cpd	Tcruzi prolif	C diff growth
46	102*	1
47	-26	-7
48	-15	-3
49	65	5
50	62	1
51	·	4
52	1	-7
53	-21	4
54	28	8
55	124*	-11
56	-18	1
57	·	-1
58	67	2
59	·	-3
60	110*	3

Continued:
cpd	structure	Pf Dd2 inh	KDM4C inh
61	CCC(=O)N1[C@H](CO)[C@H](c2ccc(C#CC3CCCC3)cc2)[C@@H]1CNC(C)C	-54	·
62	O=C(Cc1ccccn1)NCC[C@@H]1CC[C@H](NC(=O)CN2CCOCC2)[C@@H](CO)O1	12	1.0
63	C[C@@H]1CCCCO[C@@H](CN(C)S(=O)(=O)c2cn(C)cn2)[C@@H](C)CN([C@H](C)CO)C(=O)c2cc(NC(=O)Nc3ccc(C(F)(F)F)cc3)ccc2O1	-40	1.9
64	C[C@@H]1CN([C@@H](C)CO)C(=O)c2cc(NC(=O)Nc3ccccc3)ccc2O[C@H]1CN(C)S(=O)(=O)c1ccc(F)cc1	27	-0.1
65	Cc1noc(C)c1S(=O)(=O)N(C)C[C@H]1OCCCC[C@@H](C)Oc2ccc(NS(=O)(=O)c3ccc(Cl)cc3)cc2C(=O)N([C@H](C)CO)C[C@@H]1C	-42	-3.6
66	COc1ccccc1-c1ccc([C@H]2[C@@H](CO)N(C(=O)C3CC3)[C@H]2C#N)cc1	38	3.9

cpd	Tcruzi prolif	C diff growth
61	·	34
62	·	0
63	-20	11
64	18	1
65	53	-2
66	103*	9
